# Screens deposited in PubChem BioAssay by several laboratories.
# Ins promoter up – MIN6 insulin promoter up-regulation; AID 1625; z-score at 5 µM; 190,000 compounds, 0.3% hits; MIN6 insulin promoter-GFP reporter, high-content imaging; active compounds read high;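 active = z-score above 3 at 5 µM with at least 500 cells counted in the well; inconclusive = wells under 500 cells, flagged as cytotoxic or low count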
# ER stress rescue – rescue of cells from ER stress-induced death, primary screen, 384-well, CSM14.1, thapsigargin, ATP luminescence (AID 1222); CSM14.1 thapsigargin-induced death rescue, ATP luminescence; higher % means a stronger effect; cellular ATP content (survival), % at 20 µM, or EC50 in µM where a hit was titrated; 190,000 tested, under 10 active;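 active = EC50 below 50 µM in the dose-response confirmation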;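 note: death triggered by thapsigargin at about 15 µM added after 2 h compound pretreatment; cell ATP read after overnight thapsigargin exposure of roughly 18 to 22 hours; normalized against plate controls of thapsigargin alone and 5% DMSO vehicle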
# MT stabilize HCS – microtubule stabilization, imaging screen. HeLa tubulin immunostaining HCS, 24 h; share of cells brighter than vehicle mean+2SD. % tubulin-high responders, % at 10 µM. 200,000 compounds, 0.83% hits. AID 2205;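 active = plate Z-score above 3 for both tubulin-high and condensed-nucleus cell shares, with cell loss under 80%, at 10 µM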;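 note: anti alpha tubulin signal scored within the nucleus-defined area of each cell; some results filed as inactive read as strong as hits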
# WT yeast gro inh – growth inhibition of WT yeast, mitochondrial fusion screen; mitochondrial fusion phenotypic screen, WT strain; inhibition, % at 10 µM; 190,000 compounds, 2.1% hits; AID 1362; in the data active = inhibition above about 58%; tested in S. cerevisiae
# Dynein cargo inh – blocks dynein driven cargo transport along microtubules; 3617.4 mouse cells, GR-EGFP nuclear translocation imaging; test concentration mostly 20 µM; stimulated with dexamethasone, 1 µM; active compounds read low; z-score, hits read low; AID 1381; 220,000 compounds, 0.47% hits;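 active = plate z-score of nuclear minus cytoplasmic receptor signal below a set negative limit, without overly bright fluorescence or cell loss, cut at about -3.5 in these data, passing the limit was not always enough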;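 note: z-score of nuclear minus cytoplasmic ring GR-EGFP intensity difference per well; some compounds called inactive have numbers as strong as hits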
#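 Buffer or medium: Induction medium lacking tetracycline, stripped serum | Also added: Dexamethasone agonist, 1.0 µM final, for 30 min | Timing: 48 h induction, 1 h compound, 30 min dex at 37 °C | Detection: Formaldehyde fixation, Hoechst nuclear stain, 10x automated fluorescence imaging | Measure: Nuclear versus cytoplasmic GR-EGFP signal, averaged per well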
# Hep lipid drop – hepatic lipid droplet formation modulation; AML12 mouse hepatocytes, oleate lipid droplets, BODIPY imaging; inhibition, % at 6.5 µM; 240,000 compounds, 0.4% hits; AID 1656;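 active = lipid droplet intensity inhibited by at least 50%, with more than 500 cells counted; inconclusive = wells with under 300 cells, treated as cytotoxic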
#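 Assay system: AML12 mouse liver cells | Compound dosing: One dose, 6.5 µM compound | Read-out basis: Droplet intensity reduction, % inhibition | Measured by: Fluorescence imaging, 20x objective, two fields per well | Schedule: Overnight treatment with compound plus oleate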
# XIAP displacement – small molecules displacing peptide from XIAP – biochemical, IAP family, fluorescence polarization (AID 1018). XIAP BIR domain, fluorescence polarization peptide displacement; higher % means a stronger effect. displacement, % at 20 µM, or IC50 in µM where a hit was titrated. 200,000 compounds, 0.007% hits; in the data active = displacement above about 50%; note: a part of the inactive calls stands beside numbers as strong as those of hits
# Autophagy HCS – modulators of autophagy | MEF GFP-LC3 puncta imaging; test concentration mostly 10 µM | AID 463193 | 190,000 compounds, 0.98% hits | calls only at 10 µM (by protocol);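 active = percentage of spot-positive cells more than 3 SD above its plate mean, without a fluorescence outlier flag or 80% toxicity; inconclusive = no clear call, values can overlap the other calls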;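 note: spot-positive cell cutoff set from DMSO-treated cells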
# b-catenin transl – beta-catenin nuclear translocation modulation; HeLa beta-catenin nuclear translocation, immunofluorescence imaging; nuclear translocation activity, % at 5 µM; 190,000 compounds, 0.3% hits;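 active = nuclear translocation activity above 50% at 5 µM, with a well cell count of 50 or more; inconclusive = wells under 50 cells across six images, flagged as toxic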;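 note: per-cell ratio of nuclear to cytoplasmic median beta-catenin stain intensity; plate controls were DMSO negative control for no effect and GSK-3 inhibitor IX positive control for full effect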
#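 Signal – beta-catenin immunofluorescence imaging with DAPI · Test system – human HeLa cell line · Dosing – 5 µM primary single dose, 0.1% DMSO, 0.02–20 µM confirmation series · Measure – % activation, nuclear-to-cytoplasmic median beta-catenin signal ratio per cell · Incubation – 24 h compound exposure at 37°C, 5% CO2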
# WT yeast gro inh mutant strain – recorded beside WT yeast gro inh, whose call it bears; inhibition, %; mitochondrial fusion phenotypic screen, mutant strain inhibition
# Dynein cargo inh cytoplasmic EGFP – second read-out of Dynein cargo inh, no call of its own (marks repeat the call); z-score; measured here: cytoplasmic GR-EGFP intensity; active compounds read high
# Dynein cargo inh nuclear GR-EGFP – recorded beside Dynein cargo inh, whose call it bears; z-score; measured here: nuclear GR-EGFP intensity;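 lower value marks the stronger effect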
# Dynein cargo inh cell count – recorded beside Dynein cargo inh, whose call it bears; z-score; measured here: cell count per field
# Ins promoter up cell count – recorded beside Ins promoter up, whose call it bears; cell count; measured here: cytotoxicity, nuclei count;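 total cells summed across four imaged fields per well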
# Hep lipid drop cells 6.5 µM – further read-out of Hep lipid drop, marked with its call; cell count; measured here: cell count, cytotoxicity flag;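 cells counted across two imaged fields per well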
# b-catenin transl cell count 5 µM – also measured in b-catenin transl; calls as there; cell count; measured here: cell count, cytotoxicity flag
# MT stabilize HCS Hoechst-high % – further read-out of MT stabilize HCS, marked with its call; % Hoechst-high responders; measured here: nuclear condensation Hoechst responders;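 share of cells brighter than vehicle mean plus two SD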
# MT stabilize HCS cytotoxicity % – further read-out of MT stabilize HCS, marked with its call; toxicity, %; measured here: cytotoxicity by cell density;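 0% = mean cell density of plate MIN control wells and 100% = no cells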
# Autophagy HCS cell loss 18 h – second read-out of Autophagy HCS, no call of its own (marks repeat the call); toxicity, %; measured here: cell loss, nuclei count;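 cell loss after 18 h compound exposure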
# An asterisk follows results filed as active; i = inactive; ? = inconclusive; . = not tested or not shown.
SMILES,Ins promoter up,Ins promoter up cell count,ER stress rescue,MT stabilize HCS,MT stabilize HCS Hoechst-high %,MT stabilize HCS cytotoxicity %,WT yeast gro inh,WT yeast gro inh mutant strain,Dynein cargo inh,Dynein cargo inh cytoplasmic EGFP,Dynein cargo inh nuclear GR-EGFP,Dynein cargo inh cell count,Hep lipid drop,Hep lipid drop cells 6.5 µM,XIAP displacement,Autophagy HCS,Autophagy HCS cell loss 18 h,b-catenin transl,b-catenin transl cell count 5 µM
CCOC(=O)c1cc2c(=O)n3ccccc3nc2n(CC2CCCO2)c1=NC(=O)/C=C/c1ccccc1 (stereo not drawn),-1.8,1098,1.0%,2.4,3.4,6.1,12,3,0.5,-0.3,0.53,0.46,15,683,-2.8%,i,-3,0.5,1090
O=C1NCC(c2ccccc2)C1C(=O)N/N=C\c1ccc(-c2ccc(Cl)c(Cl)c2)o1 (stereo not drawn),0.25,918,-0.2%,1.4,2.4,11,4,-7,-0.77,-0.23,-0.47,0.6,2,726,-3.3%,i,2,1.7,1200
Cc1cccc(-c2nnn(CC/C(N)=N/O)n2)c1,-0.15,1715,-2.8%,1.9,0.3,24,-8,-14,-0.8,-0.24,-0.29,0.9,-18,590,-4.4%,i,-14,0.0,1029
Cc1cc(C)c2sc(NNC(=O)c3ccc(S(=O)(=O)N4CCc5ccccc5C4)cc3)nc2c1,?,.,-0.1%,6.5,0.5,29,-25,-28,0.072,-0.26,0.76,-0.12,-54,507,-7.2%,i,-6,0.1,324
COc1ccc(CNC(=O)/C=C/c2ccccc2[N+](=O)[O-])cc1,-0.29,1586,0.4%,1.8,2.2,7.4,-13,-10,-0.3,0.12,-0.22,-0.2,4,687,3.7%,i,-1,5.9,856
Cc1nn2c(c1-c1ccc(Cl)cc1)N=C(c1ccco1)CC2c1ccccc1 (stereo not drawn),.,.,6.8%,2.6,1.6,4.7,-32,3,-0.24,-0.21,-0.86,0.76,.,.,-8.3%,i,-4,.,.
Cn1c(=O)c2c3c(sc2n2c(SCc4ccccc4)nnc12)CCCC3,-0.49,1306,-0.4%,2.1,3.8,11,2,-4,-0.36,-0.26,-0.41,0.44,9,720,-16%,i,-15,0.7,851
Cn1c(=O)n(CC(=O)Nc2ccc(F)cc2)c2ccccc21,-0.1,1245,.,3.9,2.1,2.0,17,5,-0.5,-0.27,-0.46,2.2,1,696,-3.9%,i,4,-2.6,1133
COc1ccc(N2C(=O)CC(N3CCN(S(=O)(=O)c4cc(C)ccc4C)CC3)C2=O)cc1 (stereo not drawn),0.31,1254,-1.2%,2.7,3.2,4.3,10,-8,0.12,-0.17,-0.3,0.35,-7,615,0.0%,i,-16,-4.2,1113
CCOC(=O)COn1c(=O)c(C)[n+]([O-])c2ccccc21,-0.29,897,-2.1%,1.2,1.3,4.6,-3,7,0.046,-0.13,0.36,0.17,10,769,-5.7%,i,0,-2.8,1196
CCOC(=O)c1cc2cc(F)ccc2nc1C,-0.13,1387,.,3.0,2.6,8.0,21,7,3.4,-0.11,2.2,-1.6,21,714,-3.2%,i,16,.,.
COc1ccc(S(=O)(=O)N(CCc2ccccc2)CC(=O)NCCCO)cc1,0.65,1281,12%,1.5,1.9,4.6,-5,12,-0.19,-0.076,0.32,-0.13,.,.,-3.8%,i,27,-2.2,939
Cc1ccc(C)n1NC(=O)c1ccc(Cl)cc1Cl,-0.39,1190,-2.6%,3.7,1.7,7.7,-4,7,0.49,-0.24,0.033,-0.099,5,758,-6.4%,i,2,.,.
Cc1ccc(C)c(Cn2c(CO)nc3ccccc32)c1,0.94,1217,.,2.2,1.6,4.2,4,15,1.1,-0.22,1,0.058,-23,515,-1.3%,i,6,-0.6,965
O=C(NCCC1=CCCCC1)C(c1ccccc1)c1ccccc1,-0.4,1336,-0.3%,2.1,1.8,5.0,12,5,-0.15,-0.15,-0.17,0.11,.,.,-1.1%,i,-1,-1.2,1316
Cc1ccc(CSC2=NCCN2S(=O)(=O)c2ccccc2)cc1,-0.2,1148,1.5%,2.3,2.3,4.7,34,27,-0.78,-0.37,-0.5,1,-4,680,-4.2%,i,-10,-0.3,1036
O=C(O)C(F)(F)S(=O)(=O)O,.,.,-1.0%,5.5,3.1,4.0,7,13,0.25,-0.16,0.43,-0.55,.,.,-4.6%,i,-16,1.8,1222
COc1cc2[nH]c(=O)n(CCCCCC(=O)N3CC=C(c4ccccc4)CC3)c(=O)c2cc1OC,.,.,-0.8%,3.0,1.5,4.5,23,19,-0.4,-0.34,-0.029,0.44,12,824,-6.5%,i,-1,.,.
CCC1(CC)N=C(c2ccccc2)C(=S)N1,-0.04,1325,0.5%,2.6,2.2,5.0,8,8,-0.46,-0.31,-0.16,0.38,-6,740,4.0%,i,7,.,.
CCC(C)(C(=O)Nc1ccc2c(c1)OCCO2)N(C(C)=O)c1ccc(C(N)=O)cc1 (stereo not drawn),0.52,1579,1.6%,3.7,2.3,8.9,-5,-1,-1.9,0.75,-0.44,0.66,.,.,-2.3%,i,7,0.1,1409
CC1CCN(S(=O)(=O)c2ccc(S(=O)(=O)N3CCC4(CC3)OCCO4)cc2)CC1,0.23,1185,0.5%,1.3,5.0,13,-9,-20,1.5,-0.22,0.94,-1.6,4,624,-3.3%,i,10,0.0,951
Cc1nn(CC(=O)NCc2ccccc2)c(C)c1[N+](=O)[O-],0.04,1237,3.5%,1.2,1.4,8.2,6,27,0.098,-0.028,-0.18,0.31,.,.,-4.0%,i,1,-1.4,1381
CCCCOc1ccc(-c2nc(=S)[nH][nH]2)cc1,-0.51,974,-0.2%,1.4,1.1,2.8,21,14,0.2,0.046,0.22,-0.35,3,772,-2.6%,i,9,.,.
CCOC(=O)C1=C(c2ccccc2)N(C)C(=O)NC1c1ccc(O)c(OC)c1 (stereo not drawn),-0.19,1455,-0.9%,4.1,3.0,3.5,-7,12,-1.3,-0.29,-0.5,0.76,.,.,-8.6%,i,-9,-4.0,1403
COc1ccc(S(=O)(=O)N(CC(=O)N2CCOCC2)Cc2ccccc2)cc1,-0.01,1308,0.7%,3.8,2.5,6.2,-14,-5,-0.57,-0.24,-0.49,1.4,0,751,-0.1%,i,3,-2.0,1240
COc1ccc(C2C(Oc3ccccc3)C(=O)N2c2cc(C)ccc2C)cc1OC (stereo not drawn),.,.,5.5%,2.5,1.7,10,.,.,-1.1,-0.039,-0.19,-0.45,.,.,-17%,i,21,.,.
Cc1nnc(Sc2cc(NCCCO)c([N+](=O)[O-])c3nonc23)s1,-0.04,1121,-1.8%,3.5,4.2,8.3,-6,19,1.5,12,2.6,-5.7,-6,667,-5.3%,i,3,-0.2,958
CCOc1ccc(/C(O)=C2/C(=O)C(=O)N(c3nc(C)c(C)s3)C2c2ccco2)cc1 (stereo not drawn),-0.17,1097,-0.7%,1.0,3.8,9.4,-4,2,1.9,1.5,2.3,-0.81,.,.,-12%,i,5,-6.0,984
CCOC(=O)C1=C(CSc2nc(C)cc(C)c2C#N)OC(N)=C(C#N)C1c1cccs1 (stereo not drawn),0.3,1449,0.2%,3.9,2.3,7.0,-15,-4,-1.1,-0.11,-0.36,-0.23,.,.,-6.1%,i,15,-2.6,1370
CCCC(=O)Nc1nc2ccc3nc(C)sc3c2s1,.,.,2.3%,3.3,2.4,6.3,23,26,-0.027,-0.42,0.12,0.51,2,752,-3.2%,i,7,-9.6,1250
CCN(CC(=O)NC1CCS(=O)(=O)C1)S(=O)(=O)c1ccc2ccccc2c1 (stereo not drawn),-0.06,1408,-2.3%,4.0,2.1,6.8,-2,-5,-0.79,-0.31,-0.59,0.63,13,639,-1.9%,i,7,-4.4,582
Cc1cc(C)cc(OCC(=O)Nc2ccc3c4c(cccc24)CC3)c1,-0.2,1489,1.6%,2.4,1.6,4.8,11,25,0.082,-0.21,0.64,-0.56,.,.,-23%,i,-30,-0.3,1419
CCOc1ccc2[nH]c(=O)c(C(c3nnnn3Cc3ccco3)N3CCN(C)CC3)cc2c1 (stereo not drawn),-0.05,1572,-0.4%,2.4,1.3,1.1,-6,-2,-0.42,-0.19,-0.52,0.2,1,669,-5.2%,i,-15,1.1,1506
OC(CNCCc1ccc(Cl)cc1)COCc1ccco1 (stereo not drawn),.,.,-4.1%,3.1,2.9,13,10,41,-0.66,0.026,0.025,0.66,.,.,-1.6%,i,9,.,.
